NadD inh: blocks S. aureus nicotinate mononucleotide adenylyltransferase; inhibition, % at 20 µM; 0.78% of 360,000 active; purified NadD enzyme, colorimetric absorbance read-out; in the data active = inhibition above about 26%; note: some compounds past the cut are filed as inactive
FAS-TE inh: inhibitors of human fatty acid synthase thioesterase domain. P49327. recombinant FAS-TE, OMFH fluorogenic substrate, fluorescence endpoint. inhibition, % at 15 µM. 0.67% of 360,000 active;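 active = compounds whose normalised, plate-corrected inhibition of enzyme fluorescence in the single-dose primary screen is 50% or more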;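 note: 0% = DMSO with enzyme and 100% = substrate without enzyme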
MLLE-PAM2 inh: inhibitors of microRNA-mediated deadenylation, human PABP1 MLLE binding | P11940 | GST-MLLE / FITC-PAM2 fluorescence polarization | inhibition, % at 20 µM | 0.36% of 360,000 active; in the data active = inhibition above about 35%, passing the limit was not always enough;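 note: plate controls were DMSO wells with GST-MLLE for no effect and wells lacking GST-MLLE protein for full effect; some results filed as inactive read as strong as hits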
Neddyl block: blocks human cullin neddylation; calls only at 25 µM; TR-FRET cullin neddylation, biochemical; 0.58% of 360,000 active; AID 651699; P61081+Q13564; in the data active = inhibition above about 36%
Target sequence (P61081 whole entry, looked up): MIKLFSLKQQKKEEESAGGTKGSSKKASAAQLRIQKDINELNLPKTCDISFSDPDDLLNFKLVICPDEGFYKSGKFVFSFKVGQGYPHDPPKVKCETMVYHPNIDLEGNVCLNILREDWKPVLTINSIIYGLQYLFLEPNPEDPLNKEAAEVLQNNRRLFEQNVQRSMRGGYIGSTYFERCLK
Target sequence (Q13564 whole entry, looked up): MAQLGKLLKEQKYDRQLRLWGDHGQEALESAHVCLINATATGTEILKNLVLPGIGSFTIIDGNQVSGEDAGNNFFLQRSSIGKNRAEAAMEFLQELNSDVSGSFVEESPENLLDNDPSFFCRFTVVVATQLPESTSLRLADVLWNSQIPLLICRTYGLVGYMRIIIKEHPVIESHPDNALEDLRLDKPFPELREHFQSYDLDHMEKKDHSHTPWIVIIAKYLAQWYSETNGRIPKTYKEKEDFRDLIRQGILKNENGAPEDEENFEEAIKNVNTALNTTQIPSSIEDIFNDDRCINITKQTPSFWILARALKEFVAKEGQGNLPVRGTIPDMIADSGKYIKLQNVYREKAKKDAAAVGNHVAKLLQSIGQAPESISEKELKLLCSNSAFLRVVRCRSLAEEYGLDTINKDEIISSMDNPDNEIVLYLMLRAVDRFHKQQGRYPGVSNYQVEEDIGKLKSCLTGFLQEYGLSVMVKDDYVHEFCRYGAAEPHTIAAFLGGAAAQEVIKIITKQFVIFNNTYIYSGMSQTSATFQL
Rin1-Abl PPI inh: human Rin1-Abl interaction inhibition | TR-FRET Rin1/Abl binding, biochemical | inhibition, % at 7.35 µM | 0.4% of 360,000 active | AID 588664; in the data active = inhibition above about 5%, passing the limit was not always enough
MT1-MMP act inh: MT1-MMP (human) activation inhibition | GFP/RFP ratio change, % at 20 µM | 0.061% of 360,000 active | P50281 | HT1080 RFP-PRO-GFP cells, GFP/RFP ratio fluorescence, overnight; percent of plate control window, DMSO zero;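 active = GFP/RFP ratio change of at least 30% with cell ATP level not reduced by more than half and red fluorescence within 50% of control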; note: strong numbers were not always called active
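Test system: HT1080 RFP-PRO-GFP cells; Benchmarks: DMSO and RFP-L50D-GFP cell wells; Timing: cells overnight before dosing, compound overnight, 37 °C, 5% CO2; Compound: one 20 µM compound dose with 1% DMSO; Read-out: GFP/RFP fluorescence ratio.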
SKN-1 block: inhibitors of C. elegans SKN-1; C. elegans VP596 Pgst-4::GFP/RFP ratio, acrylamide-induced, 24 h; inhibition, % at 21.8 µM; 0.49% of 360,000 active; AID 624304;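 active = interference check ratio from 0.5 to 1.5 plus GFP to RFP signal ratio inhibition reaching or exceeding a fixed threshold, cut at about 30% in these data, passing the limit was not always enough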; note: some compounds called inactive have numbers as strong as hits
CSN deneddyl inh: inhibitors of human CSN-mediated cullin deneddylation | Purified CSN, SCF-Nedd8-OG deneddylation, fluorescence polarization | inhibition, % at 12.5 µM | Q92905 | 0.38% of 360,000 active;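 active = pattern-corrected inhibition above about 35%, with an unprinted fluorescence ratio check between 0.5 and 1.5, limit read from the data, passing the limit was not always enough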;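 note: 0% = enzyme with substrate and 100% = substrate without enzyme; some results filed as inactive read as strong as hits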
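Material: human Csn5 produced in HEK293T cells; Input: enzyme 0.24 nM; Reagent: SCFSkp2-Nedd8OG substrate at 10 nM final; Dosing: 12.5 µM compound; Incubation: 90 min reaction at room temperature; Detection: fluorescence polarization of the substrate; Evaluation: % inhibition of substrate cleavage by Csn5; Control set: substrate-only high control, full reaction low control.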
Rpn11 inh: inhibitors of human proteasome Rpn11; human 26S proteasome, Ub4-pepOG fluorescence polarization; 20S core pre-blocked with epoxomicin; AID 588493; 0.59% of 360,000 active; calls only at 20 µM;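 active = inhibition at 20 µM, scaled to each plate's controls, above about 33%, limit read from the data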
Target sequence (O00487 whole entry, looked up): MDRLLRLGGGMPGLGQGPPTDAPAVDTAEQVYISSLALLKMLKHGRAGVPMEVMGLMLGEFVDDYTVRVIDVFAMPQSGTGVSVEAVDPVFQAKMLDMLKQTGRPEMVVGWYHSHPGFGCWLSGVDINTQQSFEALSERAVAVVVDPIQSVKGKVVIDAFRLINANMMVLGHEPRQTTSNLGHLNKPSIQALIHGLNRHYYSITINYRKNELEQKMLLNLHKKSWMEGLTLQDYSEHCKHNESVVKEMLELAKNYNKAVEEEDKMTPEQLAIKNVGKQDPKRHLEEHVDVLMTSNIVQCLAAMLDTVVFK
Active calls of the source: *; i = inactive; . = not tested or not shown. Not a hit list; overall some 3.9% were active at least once.

molecule	NadD inh	FAS-TE inh	MLLE-PAM2 inh	Neddyl block	Rin1-Abl PPI inh	MT1-MMP act inh	SKN-1 block	CSN deneddyl inh	Rpn11 inh
CN(C)S(=O)(=O)c1ccc(N2CCCC2)c(C(=O)NNC(=O)c2ccc(Br)cc2)c1	0	7	-18	i	1	6	-3	3	i
Cc1ccc(NC(=O)NC2(C(=O)NCc3ccccc3)CCCCC2)cc1	-2	-4	-3	i	1	2	13	2	i
COc1cc(/C=N\NC(=O)CNC(=O)c2cccc([N+](=O)[O-])c2)ccc1O	-8	6	2	i	-7	2	-5	-2	i
COc1ccc(S(=O)(=O)N2CCC(C(=O)N[C@@H](C)C(=O)NCc3cccnc3)CC2)cc1	-9	-9	4	i	-6	0	10	-2	i
CC(Oc1ccc(Cl)cc1)c1ccnn1S(C)(=O)=O (stereo not drawn)	-6	-14	8	i	-1	-3	33*	0	i
O=C(O)c1ccc(N2C(=O)CC(SC(=NCc3ccc4c(c3)OCO4)Nc3ccc(F)cc3)C2=O)cc1 (stereo not drawn)	19	15	3	i	2	15	12	3	i
CC(C)(C)OC(=O)N[C@@H](C(=O)OC(C)(C)C)c1ccc(Br)cc1	-6	23	12	i	2	-8	-23	1	i
Cc1nc(NC(=O)CCc2ccccc2)ccc1Br	-3	2	-10	i	4	-12	22	4	i
COc1ccc(NS(=O)(=O)c2cccc(C(=O)N/N=C/c3cn(-c4ccccc4)nc3-c3ccc(OC)cc3)c2)cc1	11	19	2	.	-2	-1	2	0	i
O=C(NNS(=O)(=O)c1ccccc1)c1ccccc1-n1cccc1	-36	-5	-7	i	-4	-2	-4	-1	i
O=C(O)CCCCCNC(=O)CCn1nnc2ccccc2c1=O	5	-10	1	i	-1	2	-6	-1	i
CN(C)/C=N/C(=S)Nc1ccccc1F	4	-1	-5	i	-2	11	-13	-8	i
CN(CC(=O)Nc1ncn[nH]1)S(=O)(=O)c1ccc(Br)cc1	-2	-9	-14	i	1	1	-8	-6	i
CCOC(=O)[C@H]1[C@H]2COc3ccc(Cl)cc3[C@@H]2N2C(=O)CN(Cc3ccc(Cl)cc3)C(=O)[C@@]12C	-8	32	19	i	4	0	15	-1	i
O=C(Nc1ccccc1C(=O)Nc1ccccc1)c1ccccc1F	-6	4	6	i	4	2	7	4	i

Full records from above. Values in the order: NadD inh	FAS-TE inh	MLLE-PAM2 inh	Neddyl block	Rin1-Abl PPI inh	MT1-MMP act inh	SKN-1 block	CSN deneddyl inh	Rpn11 inh
`O=C(Nc1ccccc1C(=O)Nc1ccccc1)c1ccccc1F` is entered as -6	4	6	i	4	2	7	4	i
`CN(C)S(=O)(=O)c1ccc(N2CCCC2)c(C(=O)NNC(=O)c2ccc(Br)cc2)c1` is entered as 0	7	-18	i	1	6	-3	3	i

Other results follow.
molecule	NadD inh	FAS-TE inh	MLLE-PAM2 inh	Neddyl block	Rin1-Abl PPI inh	MT1-MMP act inh	SKN-1 block	CSN deneddyl inh	Rpn11 inh
CS(=O)(=O)c1ccc(NCCc2ccccn2)c([N+](=O)[O-])c1	1	0	7	i	-8	-7	10	2	i
Cc1ccc(N2CC(NC(=O)C(=O)c3c(C)[nH]c4ccccc34)CC2=O)cc1C (stereo not drawn)	0	5	-1	i	-2	-4	14	4	i
Cc1ccc(/C=N/NC(=O)c2cc(C)oc2C)o1	0	-6	-3	i	2	2	10	-5	i
O=C(C[n+]1ccc(Cc2ccccc2)cc1)Nc1ccccc1	-2	-5	4	i	0	1	2	-3	i
O=C(O)c1ccc(COc2ccc3c4c(c(=O)oc3c2)CCC4)o1	-5	-5	4	i	0	-1	-23	2	i
CN(CC(=O)Nc1ccccc1Oc1ccccc1)Cc1ccccc1F	8	37	-8	i	1	-9	9	2	i
O=S1(=O)N=C(N/N=C/c2ccccn2)c2ccccc21	-5	-10	-9	i	-5	-2	2	0	i
Cc1ccc(C(C)C)cc1OCC(=O)N1CCN(C(=O)c2ccco2)CC1	9	-2	-1	i	-2	-1	-4	-4	i
CC(C)CC(=O)NC(=S)Nc1cccc2nsnc12	3	8	8	i	1	-21	3	6	i
COc1ccc(CC(NC(C)=O)C(=O)NC2CCN(C(=O)c3ccccc3F)CC2)cc1 (stereo not drawn)	-7	-2	0	i	2	1	-11	0	i
COc1ccccc1/C=C/[C@@H]1C[C@H]2CN(Cc3cccc(Cl)c3)C(=O)[C@]23CCCN13	7	23	2	i	0	-9	5	5	i
O=C(C[C@@H]1C=C[C@H](NS(=O)(=O)c2ccccc2F)[C@@H](CO)O1)NCCCN1CCOCC1	.	.	.	i	.	-2	3	-2	.
COc1ccc(-c2cc(=O)c3c(O)c(OC)c(OC)c(OC)c3o2)cc1	-1	-1	-5	i	1	-3	7	2	i
COc1cccc(C(=O)OC(C)CN2CCCC2)c1 (stereo not drawn)	1	-5	1	i	-5	0	14	2	i
COc1ccc(O)c(C(=O)c2cc(C#N)c(=O)n(Cc3ccccc3)c2)c1	-6	15	-11	i	3	-9	1	-10	i
O=C(CNC(=O)c1nn(Cc2ccccc2)c(=O)c2ccccc12)Nc1ccc(F)c(F)c1F	-5	-1	8	i	2	2	12	5	i
CCCS(=O)(=O)NC(=O)C1(C)CCCN(C(=O)c2cccc(C)c2C)C1 (stereo not drawn)	-5	-9	-14	i	-1	0	-13	-6	i
COc1ccc(N2CCN(C(=O)COc3ccc4c(C)cc(=O)oc4c3)CC2)cc1	5	13	-6	i	0	-2	2	-3	i
Cc1ccc2c(CN3CCN(S(=O)(=O)c4ccccc4C(F)(F)F)CC3)cc(=O)oc2c1	5	35	-8	i	4	-4	-2	4	i
CC1(C(=O)Nc2ccc3c(c2)OCO3)CCN1Cc1cccc2c1OCO2 (stereo not drawn)	2	15	7	i	-3	-3	6	-2	i
Cc1ccc(NC(=O)CN(C)C2CCCCC2)cc1Br	-4	11	6	i	0	-1	2	1	i
O=C(CNS(=O)(=O)c1cccs1)NCc1ccc(F)cc1	-6	-9	-1	i	3	-4	4	3	i
COc1ccc(/C=C/c2c([N+](=O)[O-])c(=O)n(C)c(=O)n2C)c(OC)c1OC	7	3	14	i	-4	-5	9	1	i
COc1ccc(C(=O)NCCSCc2ccccc2Cl)cc1OC	-10	2	-1	i	0	4	12	2	i
CCOc1ccc(NS(=O)(=O)c2ccc3[nH]cc(C(=O)NC(C)CC)c(=O)c3c2)cc1 (stereo not drawn)	4	15	6	i	1	1	4	5	i
O=c1ccc2cc(S(=O)(=O)N3CCN(c4ccccc4F)CC3)ccc2o1	0	4	-2	i	2	4	14	1	i
C=CCn1c(=N)n(CC(=O)OC)c2ccccc21	2	-7	-6	i	0	1	-8	-3	i
CCOc1ccccc1/C=N/NC(=O)CNC(=O)c1ccc(S(=O)(=O)N2CCOCC2)cc1	0	-5	13	i	1	5	1	0	i
O=C(COc1ccc(S(=O)(=O)N2CCOCC2)cc1Cl)NCc1ccc2c(c1)OCO2	-3	3	-11	i	-1	0	15	4	i
CCOC(=O)CNC(=S)N1CCn2c(nc3ccccc32)C1	5	7	-69	i	-1	0	0	0	i
CCCNC(=O)C1(C)CCN(C(=O)c2ccccc2F)C1 (stereo not drawn)	-2	-7	-1	i	-1	2	15	-3	i
COc1cc(C(c2c(C)[nH][nH]c2=O)c2c(C)[nH][nH]c2=O)ccc1OCc1ccc([N+](=O)[O-])cc1	20	-21	-24	i	-2	13	-11	2	i
COc1ccc(C2/C=C\CN(C(=O)c3ccccc3)CC(=O)N2Cc2cccc(F)c2)cc1 (stereo not drawn)	-5	6	-1	i	-1	0	-5	-2	i
CC(C)/C=N/NC(=O)c1ccc(Cl)cc1	-4	-6	-7	i	2	0	-10	-1	i
Oc1ccc(/C=N/Nc2ccc(Cl)nn2)c(O)c1O	-1	-3	40	i	29*	-11	11	7	i
CC1=C(C)C(=O)N(C(C)CCc2ccccc2)C1=O (stereo not drawn)	-3	4	-11	i	2	-2	-10	-6	i
O=C(CN1C(=O)C2CCCCC2C1=O)Nc1cc([N+](=O)[O-])ccc1F (stereo not drawn)	2	15	3	i	-3	-2	3	2	i
COc1ccc(/C=N/NC(=O)c2cc(C)oc2C)cc1OC	-5	-2	7	i	-3	0	4	-5	i
CC(=O)CSc1nc(C(F)(F)F)cc(=O)n1-c1ccccc1	3	-6	30	i	2	8	12	-2	i
O=C(NCc1cccnc1)Nc1cccc(Cl)c1	-5	-5	14	i	0	0	16	1	i
COc1ccc(N2CC(O)=C(c3nc(-c4ccc(Br)cc4)cs3)C2=N)cc1	12	0	-14	i	3	2	3	7	i
CCC1(CC)NC(=O)N(CC(=O)N2CCN(c3ccccc3F)CC2)C1=O	-2	-8	-12	i	3	0	0	0	i
CCOC(=O)Nc1ccc2c(c1)N(C(=O)CN1CCN3CCCC3C1)c1ccccc1CC2 (stereo not drawn)	4	-11	-5	i	1	-8	-15	2	i
COc1ccc(S(=O)(=O)Nc2ccc(NC(C)=O)cc2)cc1Cl	-3	-8	2	i	3	1	1	2	i
O=C(COc1cccnc1[N+](=O)[O-])c1c[nH]c2ccccc12	1	-2	-7	i	0	-3	21	3	i
COc1ccc(C(=O)NCc2ccc(C(=O)O)o2)cc1	3	-5	2	i	-2	-2	19	-2	i
Cc1ccc(C(=O)NC(=S)NNC(=O)c2cccc([N+](=O)[O-])c2)cc1	6	15	13	i	-2	7	-1	2	i
Cc1ccc(C2=NNC(C(O)C(O)C(O)CO)S2)cc1 (stereo not drawn)	4	0	12	i	-1	-1	5	-2	i
COc1ccc(C(C(=O)NC(C)(C)C)N(C(=O)CCC(=O)Nc2cc(C)on2)c2c(C)cccc2C)cc1 (stereo not drawn)	-5	4	13	i	5	-6	23	9	i
COc1ccccc1/C=C/C(=O)OCC(=O)N1CCN(S(=O)(=O)c2ccc(C)cc2C)CC1	2	18	-21	i	1	2	8	1	i
CCSc1ccc([C@@H]2[C@H]3C(=O)N(CC)C(=O)[C@H]3[C@]3(C(=O)OC)CCCCN23)cc1	0	2	-36	i	1	-9	28	6	i
O=C(Nc1ccc(Cl)c(Cl)c1)N1N=CCC1c1ccccc1 (stereo not drawn)	-10	41	-8	i	2	2	4	-1	i
COc1cc(/C=N\NC(=O)c2ccc(-c3ccccc3)cc2)ccc1OCC(N)=O	-4	-10	-1	.	-1	3	1	-4	i
COc1cc(NC(=O)c2ccc(F)cc2)c(OC)cc1NC(=O)CN1CCOCC1	1	-5	-7	i	-3	1	3	-11	i
Cc1ccc2nc3n(c(=O)c2c1)-c1cc2ccccc2cc1C(=O)NC3Cc1ccccc1 (stereo not drawn)	23	91*	-2	i	-3	-6	-6	7	i
Cc1ccc(CN2CCC[C@]3(N[C@H](c4ccc(C(F)(F)F)cc4)[C@@H]4C(=O)N(C)C(=O)[C@@H]43)C2=O)cc1	0	2	-3	i	1	3	-13	-1	i
COc1ccccc1NS(=O)(=O)c1ccc(C)c(C(=O)NCC2CCCO2)c1 (stereo not drawn)	-1	-6	1	i	-5	-3	-3	6	i
COC(=O)c1sccc1NC(=O)CSc1ccccc1NS(=O)(=O)c1ccccc1Cl	-4	27	-12	i	0	-5	-1	-1	i

Assay outcomes as filed in PubChem BioAssay.
